rCAG binder = r(CAG) repeat RNA binding. TO-PRO-1 dye displacement fluorescence. inhibition, % at 3 µM. actives 1.3% (n = 370,000). AID 651821;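 active = inhibition above the plate cutoff, the mean of all test compounds on that plate plus 3 SD, cut at about 35% in these data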;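 note: 0% = DMSO alone and 100% = 100 µM mitoxantrone as full dye displacement; higher means more dye released from RNA so lower well fluorescence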
ASAP1 inh = ASAP1 ArfGAP inhibition; ASAP1-stimulated ARF1 GTP hydrolysis, GDP FP detection; inhibition, % at 16.5 µM; actives 0.19% (n = 360,000); in the data active = inhibition above about 25%;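 note: 0% = vehicle with enzyme and substrate and 100% = no enzyme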
HTRA1 inhibitor = blocks human HTRA1 serine peptidase; actives 0.5% (n = 340,000); inhibition, % at 5.96 µM; recombinant HTRA1, FP-rhodamine activity-based probe, fluorescence polarization; AID 504803; in the data active = inhibition above about 36%;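 note: 0% = enzyme with DMSO and 100% = wells lacking enzyme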
mABHD4 FP = ABHD4 (mouse) inhibition, primary FP screen | purified mABHD4, FP-Rh probe fluorescence polarization | inhibition, % at 8.92 µM | actives 0.54% (n = 370,000) | AID 720543;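 active = inhibition exceeding the mean over every tested compound plus 3 SD, cut at about 30% in these data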;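 note: 0% = plate median of compound wells and 100% = S159A mutant with DMSO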
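System: mouse ABHD4 enzyme, wild type / Medium: HEPES pH 7.0, NaCl, Pluronic buffer / Reagent: FP-Rh activity-based fluorescent probe / Control set: S159A mutant high control, sample median low control / Detection: fluorescence polarization with parallel and perpendicular emission, 525/598 nm / Schedule: 45 min + 60 min at 25 °C / Compound dosing: 8.92 µM, single dose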
SMARCA2 act = activators of SMARCA2 function; AID 652017; MG213 cells, MMTV-luciferase reporter, dexamethasone, overnight; activation, % at 9.1 µM; actives 1% (n = 370,000); in the data active = activation above about 7.8%;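 note: 0% = vehicle wells and 100% = reference activator wells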
Rev-erbA mod = Rev-erb alpha (human) modulation; activity, % at 10 µM; Rev-erbα–FITC-DNA binding, fluorescence polarization, 90 min; P20393; actives 0.79% (n = 370,000);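 active = activity above about 14%, limit read from the data; passing the limit was not always enough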;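 note: 0% = DMSO wells with 35 nM protein and 100% = DMSO wells with 750 nM protein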
ARFGAP1 inh = inhibitors of rat ARFGAP1; Q62848; Arfgap1-stimulated ARF1 GTP hydrolysis, GDP FP detection; inhibition, % at 16.5 µM; actives 0.26% (n = 360,000);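 active = inhibition above a per-plate limit, mean inhibition of low control wells plus 3 SD, cut at about 25% in these data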;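 note: 0% = DMSO wells with enzyme and 100% = wells lacking Arfgap1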
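Material: truncated rat Arfgap1 GAP domain; Incubation: compound-enzyme preincubation 20 min, reaction 120 min, detection 60 min, 25 °C; Read-out: percent inhibition of Arfgap1-stimulated GTP hydrolysis; Technique: FP, GDP Alexa 633 tracer displaced from anti-GDP antibody, 620/688 nm; Controls: No-Arfgap1 wells (100%) versus DMSO full-reaction wells (0%); Replication: single well per compound.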
PG9 Ab binder = small molecules binding HIV-1 gp120 antibody PG9. TR-FRET gp120-PG9 antibody binding. inhibition, % at 6.7 µM. actives 0.43% (n = 360,000). AID 624416; in the data active = inhibition above about 8.5%
GC-A act = GC-A (human) enzyme activation; P16066; HEK293 GC-A cells, cGMP TR-FRET, EC30 ANP; 0% at EC30 ANP, 100% saturating ANP; activation, % at 10 µM; actives 0.14% (n = 370,000); AID 1671463; in the data active = activation above about 40%
Target sequence (P16066 whole entry, looked up): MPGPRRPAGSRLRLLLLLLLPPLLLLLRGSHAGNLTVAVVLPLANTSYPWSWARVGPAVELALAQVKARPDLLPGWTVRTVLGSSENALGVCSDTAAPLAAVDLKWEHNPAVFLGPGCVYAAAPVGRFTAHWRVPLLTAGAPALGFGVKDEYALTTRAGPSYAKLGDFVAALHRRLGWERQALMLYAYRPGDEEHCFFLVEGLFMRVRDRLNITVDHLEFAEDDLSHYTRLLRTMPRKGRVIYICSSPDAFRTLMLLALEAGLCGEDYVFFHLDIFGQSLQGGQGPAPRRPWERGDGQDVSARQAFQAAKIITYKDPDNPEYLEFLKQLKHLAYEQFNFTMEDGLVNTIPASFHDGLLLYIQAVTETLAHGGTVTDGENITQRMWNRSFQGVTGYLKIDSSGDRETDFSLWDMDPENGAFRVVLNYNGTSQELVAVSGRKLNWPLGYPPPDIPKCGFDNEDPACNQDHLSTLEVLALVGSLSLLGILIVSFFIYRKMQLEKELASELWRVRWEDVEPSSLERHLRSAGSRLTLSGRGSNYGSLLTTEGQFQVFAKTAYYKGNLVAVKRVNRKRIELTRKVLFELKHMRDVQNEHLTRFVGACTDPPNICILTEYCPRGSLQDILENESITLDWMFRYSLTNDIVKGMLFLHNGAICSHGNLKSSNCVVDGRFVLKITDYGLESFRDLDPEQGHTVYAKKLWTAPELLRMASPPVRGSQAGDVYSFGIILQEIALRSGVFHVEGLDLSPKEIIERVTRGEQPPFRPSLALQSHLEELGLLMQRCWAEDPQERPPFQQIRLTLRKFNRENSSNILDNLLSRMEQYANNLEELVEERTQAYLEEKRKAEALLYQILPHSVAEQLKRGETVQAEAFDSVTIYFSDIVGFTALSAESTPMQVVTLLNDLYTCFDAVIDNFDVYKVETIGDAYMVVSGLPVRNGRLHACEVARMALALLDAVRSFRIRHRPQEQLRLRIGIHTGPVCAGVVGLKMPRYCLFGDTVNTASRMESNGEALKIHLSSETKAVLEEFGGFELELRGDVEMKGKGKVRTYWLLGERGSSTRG
NPR2 activator = GC-B (human) receptor activation; AID 1920062; HEK293-GC-B cells, CNP EC30, cGMP TR-FRET; 0% at EC30 CNP, 100% saturating CNP; actives 0.11% (n = 370,000); P20594; activation, % at 10 µM;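 active = activation at 10 µM reaching about 35% in either raw or pattern-adjusted values, limit read from the data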
* marks the source's active call; other numbers are inactive results; . = not tested or not shown.

SMILES	rCAG binder	ASAP1 inh	HTRA1 inhibitor	mABHD4 FP	SMARCA2 act	Rev-erbA mod	ARFGAP1 inh	PG9 Ab binder	GC-A act	NPR2 activator
COc1cc2[nH]c3c(N4CCN(c5ccc(Cl)cc5)CC4)ncnc3c2cc1OC	4	2	2	11	-2	1	9	0.3	-1	9
CC1Sc2ccc(S(=O)(=O)N(C)Cc3ccccc3)cc2NC1=O (configuration not stated)	-2	15	-10	14	-4	0	11	0.1	-3	2
Cc1cc(=O)oc2c3c(cc(OCC(=O)N[C@@H](C)C(=O)O)c12)OC(C)(C)CC3	9	4	3	2	-3	-4	10	1.1	8	-3
CCOc1ccc(NS(=O)(=O)c2ccc(N)cc2)cc1	0	-1	2	3	-4	-1	-1	1.1	1	-1
CCOc1cc(/C=N/NC(=O)C(=O)NCc2ccc3c(c2)OCO3)ccc1OCC(=O)N1CCOCC1	-3	-12	2	-2	-2	2	-1	-0.7	2	0
COCc1cc(C)nc2sc3c(=O)n(-c4cccc5ccccc45)nnc3c12	-1	4	0	2	1	-17	1	-1.4	3	8
CC(C)C(NS(=O)(=O)c1cccc2nsnc12)C(=O)NC1CCCCC1 (configuration not stated)	-2	-18	5	8	-1	5	0	-1.6	-1	7
COc1cc(OC)cc(C(=O)Nc2ccc(N3CCN(C(=O)c4cccs4)CC3)cc2)c1	2	7	-4	-8	-4	0	1	-3.2	-2	0
CC(C)CC(=O)Nc1cccc(-c2nc3ncccc3o2)c1	-6	4	-3	-1	-1	0	-7	0.1	-2	2
C=CCn1c(SCC(=O)c2c(N)n(C)c(=O)n(C)c2=O)nnc1-c1ccoc1C	1	-3	-4	16	-2	0	6	-1.5	2	-2
Cc1ccc(-c2noc(C3CCCN(C(=O)c4cccc(F)c4)C3)n2)cc1 (configuration not stated)	-7	-7	0	-2	1	-3	-2	0.2	-13	-3
C=CCN1C=C(C(C)=O)C(=O)CC1	1	0	10	0	0	1	11	0.2	4	5
O=C(O)CC12CC3CC(C1)CC(n1ncc(NCc4ccc(F)cc4)c(Cl)c1=O)(C3)C2	0	-5	4	7	-3	0	-9	-2.0	2	1
CC1CCCC(C)N1C(=O)CSc1nnnn1Cc1ccccc1 (configuration not stated)	-7	1	-4	2	-6	-2	0	-1.1	2	4
COCCCNC(=O)c1cccc2c(-c3cccc(C(N)=O)c3)coc12	1	-10	.	-3	-3	-3	-13	0.0	11	17
COc1ccc(N(CC(=O)N2CCCCCC2)S(=O)(=O)c2ccccc2[N+](=O)[O-])c(OC)c1	5	-13	5	1	-2	4	6	-1.1	-11	3
COC(=O)c1ccccc1COc1cccn2c(N(C)C(=O)CCC3CCCC3)c(C)nc12	1	4	.	4	-2	2	4	-1.0	0	-6
CCOc1ccc(/C(O)=C2/C(=O)C(=O)N(CC3CCCO3)C2c2cccs2)cc1 (configuration not stated)	3	1	-1	0	4	-3	-12	0.5	6	8
Fc1cc(Br)ccc1NC(=S)NCCc1ccccc1	0	-3	-25	-12	-1	.	15	-1.3	.	.
O=C(NCCNC(=O)c1cc(OCC(F)(F)F)ccc1OCC(F)(F)F)Nc1ccccc1	-5	8	-5	-4	0	-3	2	-1.4	-1	5
O=C(NCC1CCCO1)c1ccc(N2CCCCC2)nc1 (configuration not stated)	-4	-5	0	-4	1	2	-2	1.1	2	3
O=C(CSc1ccccc1F)NC(=O)c1ccccc1Br	4	-3	-2	6	0	12	0	-0.1	4	-1
CC(=O)c1ccc2c(ccc3ccccc32)c1	4	12	-16	-5	5	-3	7	0.3	7	-12
CCN(C(=O)COC(=O)CCS(=O)(=O)c1ccccc1)c1c(N)n(Cc2ccccc2)c(=O)[nH]c1=O	0	-11	4	1	0	2	3	0.4	-2	-3
Nc1c2c(nc3ccc(Br)cc13)N(c1ccccc1)CC2	16	9	2	12	2	7	4	1.6	11	2
SMILES	rCAG binder	ASAP1 inh	HTRA1 inhibitor	mABHD4 FP	SMARCA2 act	Rev-erbA mod	ARFGAP1 inh	PG9 Ab binder	GC-A act	NPR2 activator
O=C(NCc1cccnc1)c1ccc(NC(=O)c2ccc([N+](=O)[O-])cc2)cc1	2	6	3	-3	-3	-3	8	-3.9	3	-1
Cc1ccc(NC(=O)CSc2nc(C)c(C)c(C)n2)cc1S(=O)(=O)N1CCOCC1	-1	11	6	-5	2	5	5	-2.1	1	4
COc1ccc(-c2cc3c(=O)n(CC(=O)NCc4cccnc4)ncn3n2)cc1	1	-19	0	6	3	-4	6	-0.2	5	-2
CCOc1nc(C)ccc1-c1noc(-c2ccccc2OC)n1	0	-4	-14	-21	2	3	5	0.8	-2	-9
COCC(=O)N1[C@H](CO)[C@@H](c2ccc(-c3cccnc3)cc2)[C@H]1CN(C)S(=O)(=O)c1ccccc1[N+](=O)[O-]	7	.	.	6	1	0	.	.	0	-10
Cc1ccc(S(=O)(=O)N(CC(=O)N/N=C/c2cccc(C)c2)c2cccc3cccnc23)cc1	5	-2	0	0	-4	-13	9	-0.4	-4	0
COC(=O)c1ccc(CNC(=O)CC[C@H]2O[C@@H](n3cc(C)c(=O)[nH]c3=O)C[C@@H]2O)cc1	2	-1	.	10	-3	0	-14	-2.1	2	-3
CCc1ccc(CNC(=O)C(=O)NCC2CCCO2)cc1 (configuration not stated)	-3	2	1	-1	0	-4	0	0.9	5	4
O=C(COc1ccccc1)N1CCNC1=O	3	2	-2	-1	-2	-2	4	1.4	0	-2
COc1ccc(CC(=O)Nc2cc(S(=O)(=O)N3CCCCC3)ccc2C)cc1	7	11	-21	-5	1	2	12	-0.5	0	4
COc1ccc(NC(=O)CN(C)C(=O)CC2CCCC2)cc1	1	-11	-6	-4	-1	3	-2	-0.2	1	4
CC(CNC(=O)CCC(=O)N1CCOc2ccccc21)c1ccccc1 (configuration not stated)	2	-6	-1	10	0	4	-14	-1.1	-1	-4
Cc1ccc(S(=O)(=O)N(C)C)cc1NC(=O)CSc1nc2ccccc2c(=O)n1CC1CCCO1 (configuration not stated)	3	4	-16	-9	-3	1	-12	0.9	0	7
COc1ccc(Cc2nnc(NC(=O)CSc3ccc(C)cc3)s2)cc1	3	3	-7	3	2	-1	2	0.6	-3	5
COc1ccccc1CN(Cc1nc2ccccc2c(=O)[nH]1)S(=O)(=O)c1ccc2ccccc2c1	2	6	-11	-5	-2	8	-7	2.9	0	3
COC(=O)N1C(=O)[C@](CC(C)C)(c2ccccc2)N1C(=O)OC	-1	13	-9	1	2	-5	10	0.4	-14	-14
COc1cc(/C=C2/SC(=O)N(Cc3ccccc3)C2=O)ccc1OCc1ccncc1	8	-10	0	-9	-2	6	11	-2.1	1	3
COCCN1C(=O)COc2ccccc2C1C(=O)NC1CCCC1 (configuration not stated)	3	-1	.	0	4	-6	-6	0.2	-1	0
O=c1c(-c2ccc(Br)cc2)[n+]([O-])c2ccccc2n1OCc1ccccn1	-1	9	-1	-3	2	-4	-1	-0.7	0	-2
CCCC1=NCCn2cccc21	1	1	0	0	-1	-2	4	0.7	3	0
O=C(COC(=O)COc1ccc(Cl)cc1)NCCCc1ccccc1	-3	0	2	6	-1	8	2	0.0	0	1
Cc1cccc(NS(=O)(=O)c2cccc(C(=O)N3CCCC(C(F)(F)F)C3)c2)c1 (configuration not stated)	-1	6	-3	-6	-2	8	-4	-2.3	0	-2
CC1=CC(C)(C)N(C(=O)C(C)N2C(=O)c3ccccc3C2=O)c2ccc(C)cc21 (configuration not stated)	-8	-6	-4	1	-1	5	11	0.1	-1	-1
COC(=O)[C@]12C[C@H](CC(=O)N3CCOCC3)C(=O)N(Cc3ccc(Cl)cc3Cl)C1=C[C@H](COCc1ccccc1)O[C@@H]2C	4	.	.	5	-4	0	.	.	-4	0
CN(CC(=O)Nc1c(Cl)cccc1Cl)C(=O)Cc1cccs1	5	-1	6	3	-3	-4	-1	1.6	-2	0
SMILES	rCAG binder	ASAP1 inh	HTRA1 inhibitor	mABHD4 FP	SMARCA2 act	Rev-erbA mod	ARFGAP1 inh	PG9 Ab binder	GC-A act	NPR2 activator
N#Cc1cc([N+](=O)[O-])ccc1NC(=O)COC(=O)CCC1CCCCC1	11	5	.	0	-1	-3	-1	1.0	4	-2
CCCCOCCCn1cnc2c([nH]c3cc(OC)ccc32)c1=O	-5	6	-1	8	1	-1	19	-3.0	2	-1
CCN1C(=O)C2C(C1=O)N1C(c3ccccc3)C3C(=O)N(CC)C(=O)C3N1C2c1ccccc1 (configuration not stated)	6	21	4	6	-1	-1	-2	-1.3	-6	-4
Cc1cc(C)n(-c2nc3ccccc3nc2NCCc2ccccc2)n1	4	7	-12	-2	7	-3	9	-1.8	-5	-1
COC(=O)CSc1nnc(NC(=O)C2CC(=O)N(c3ccc(F)cc3)C2)s1 (configuration not stated)	22	-9	2	9	-2	1	-3	-1.4	-1	-4
CN=C(Nc1ccccc1)SC1CC(=O)N(c2ccc(C(=O)OC)cc2)C1=O (configuration not stated)	-3	-3	4	-2	-1	1	-2	0.6	3	-1
O=C(CCCCCN1C(=O)[C@@H]2Cc3ccccc3CN2C1=O)Nc1ccccc1Cl	-4	10	0	-6	0	2	-8	-2.5	2	0
CC(=O)N1c2ccc(S(=O)(=O)NCC3CCC(C(=O)Nc4ncccc4C)CC3)cc2CC1C (configuration not stated)	-4	3	3	7	0	-1	-5	0.5	4	1
S=C(NCCc1ccccc1)Nc1ccc(Br)cn1	2	-4	-16	-7	-3	9	-3	-0.2	5	3
CCNC(=O)C1(C)CCN(C(=O)c2ccc3c(c2)CCO3)C1 (configuration not stated)	1	-18	.	5	-1	4	1	1.9	2	0
CN(C)CCCNc1oc(-c2ccc(Cl)cc2)nc1S(=O)(=O)c1ccccc1	4	3	3	7	-3	5	17	-2.2	-4	-1
Cc1cc(=O)[nH]c2c1c(C)nn2C1CCCC1	2	-3	3	0	0	2	18	0.7	2	-1
COc1ccc(CNC(=O)C[C@H]2C[C@H](C(=O)N3CCCCC3)[C@@]3(C)c4[nH]c5ccc(Cl)cc5c4CCN3C2=O)cc1OC	7	2	-8	-2	-4	-5	-6	-0.8	-2	-8

Random excerpt: 6 records from the list, in no set order.
SMILES	rCAG binder	ASAP1 inh	HTRA1 inhibitor	mABHD4 FP	SMARCA2 act	Rev-erbA mod	ARFGAP1 inh	PG9 Ab binder	GC-A act	NPR2 activator
CN(C)CCCNc1oc(-c2ccc(Cl)cc2)nc1S(=O)(=O)c1ccccc1	4	3	3	7	-3	5	17	-2.2	-4	-1
COc1ccc(CNC(=O)C[C@H]2C[C@H](C(=O)N3CCCCC3)[C@@]3(C)c4[nH]c5ccc(Cl)cc5c4CCN3C2=O)cc1OC	7	2	-8	-2	-4	-5	-6	-0.8	-2	-8
Cc1cc(=O)[nH]c2c1c(C)nn2C1CCCC1	2	-3	3	0	0	2	18	0.7	2	-1
O=C(CCCCCN1C(=O)[C@@H]2Cc3ccccc3CN2C1=O)Nc1ccccc1Cl	-4	10	0	-6	0	2	-8	-2.5	2	0
N#Cc1cc([N+](=O)[O-])ccc1NC(=O)COC(=O)CCC1CCCCC1	11	5	.	0	-1	-3	-1	1.0	4	-2
S=C(NCCc1ccccc1)Nc1ccc(Br)cn1	2	-4	-16	-7	-3	9	-3	-0.2	5	3
